Screening results as filed in PubChem BioAssay.
mcGAS inh = blocks mouse cGAS activity; Q8C6L5; recombinant cGAS, Kinase-Glo ATP depletion luminescence; inhibition, % at 12.5 µM; 160,000 tested, 0.15% active; AID 1259399;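 further: 0% = negative control wells and 100% = reference inhibitor with no enzyme activity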
NPYLR7 ag = mosquito NPYLR7 agonism; HEK293T NPYLR7/Galpha15, GCaMP6s calcium fluorescence; activation, % at 10 µM; 270,000 tested, 0.15% active; in the data active means activation above about 40%;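 further: 0% = vehicle and 100% = reference agonist at the receptor; some compounds past the cut are filed as inactive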
hcGAS inh = inhibitors of human cGAS; Q8N884; recombinant h-cGAS, ATP depletion, Kinase-Glo luminescence; inhibition, % at 12.5 µM; 290,000 tested, 0.081% active;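 further: 0% = vehicle reaction and 100% = reaction without DNA for no activity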
Target sequence (Q8N884 whole entry, looked up): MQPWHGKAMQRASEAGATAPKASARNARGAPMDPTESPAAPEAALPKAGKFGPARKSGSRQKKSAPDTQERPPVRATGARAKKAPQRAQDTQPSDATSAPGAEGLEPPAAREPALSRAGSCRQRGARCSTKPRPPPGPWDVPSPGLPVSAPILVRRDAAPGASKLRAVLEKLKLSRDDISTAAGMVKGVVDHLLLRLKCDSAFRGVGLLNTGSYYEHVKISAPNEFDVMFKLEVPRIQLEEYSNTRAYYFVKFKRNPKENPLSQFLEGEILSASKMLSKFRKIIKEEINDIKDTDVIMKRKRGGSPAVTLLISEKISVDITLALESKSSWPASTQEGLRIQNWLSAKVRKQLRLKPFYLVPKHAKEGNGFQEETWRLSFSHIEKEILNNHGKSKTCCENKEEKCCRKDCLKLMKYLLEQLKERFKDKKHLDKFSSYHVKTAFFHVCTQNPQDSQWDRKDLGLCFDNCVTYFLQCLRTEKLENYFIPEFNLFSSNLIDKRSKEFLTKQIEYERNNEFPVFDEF
Starred values were filed as active, the others as inactive; / = not tested or not shown; & = joins results of further samples. Unless noted, no stated cut-off is given here; in the data, active means inhibition above about 40%; inactive means the rest.

mol | NPYLR7 ag | mcGAS inh | hcGAS inh
Cc1cccc(OCc2nc(CN(CCN3CCCC3)C(=O)CC(C)C)cs2)c1C | -11 | -1 | 5
COc1ccc(CCN2CCN(CCCc3ccccc3)CC2)cc1OC | -7 | -3 | 0
O=C(NC(c1ccc(F)cc1)c1cnccn1)C1CCN(CCOc2ccc(F)cc2)CC1 (stereo not given) | 11 | -1 | -4
COc1cc(-c2ccc(C(=O)N(C)CCN(C)C)c(NCC3CC3)n2)cc(OC)c1OC | 10 | -2 | -5
Cc1ccccc1C(=O)NC1CCN(c2ccccc2C#N)CC1 | 6 | / | -17
Cn1c(=O)c2c(ncn2CCC#N)n(C)c1=O | 6&14 | / | 5&-7
CC1(C)O[C@@H]2C[C@@](OCc3cccc(Cl)c3)(C(=O)NCc3ccco3)CC(OCc3cccc(OC(F)(F)F)c3)[C@@H]2O1 (stereo not given in full) | 1 | 3 | 1
Nc1nc(F)nc2c1ncn2[C@@H]1O[C@H](CO)[C@@H](O)[C@@H]1O | 31 | / | -6
Cc1nc(-c2cccc(C(F)(F)F)c2)nc(N2CCN(C(=O)c3ccco3)CC2)c1Cc1ccccc1 | -4 | -5 | -5
Cc1cc(C)cc(-c2nc3ccccn3c2NC(=O)CCC2CCCC2)c1 | -6 | -3 | -5
Cc1ccccc1-n1cc(CN(C)Cc2nc(-c3ccccc3)no2)cn1 | 0 | -1 | 4
c1cc(-c2ccc(CN3CCCCC3)cc2)[nH]n1 | 19 | / | -1
COc1ccc(Cc2cnc(N)nc2N)cc1OC | -8 | / | 0
O=C(Oc1ccccc1Br)[C@H](Cc1ccccc1)N1C(=O)c2ccccc2C1=O | 1 | -6 | -9
CCCCCNC(C)C1Oc2ccccc2OC1(C)C (stereo not given) | -1 | / | -1

An excerpt of these results, with each value named.
mol: CC1(C)O[C@@H]2C[C@@](OCc3cccc(Cl)c3)(C(=O)NCc3ccco3)CC(OCc3cccc(OC(F)(F)F)c3)[C@@H]2O1 (stereo not given in full)
  NPYLR7 ag = 1	mcGAS inh = 3	hcGAS inh = 1
mol: Nc1nc(F)nc2c1ncn2[C@@H]1O[C@H](CO)[C@@H](O)[C@@H]1O
  NPYLR7 ag = 31	mcGAS inh = /	hcGAS inh = -6
mol: Cc1nc(-c2cccc(C(F)(F)F)c2)nc(N2CCN(C(=O)c3ccco3)CC2)c1Cc1ccccc1
  NPYLR7 ag = -4	mcGAS inh = -5	hcGAS inh = -5
mol: Cc1cc(C)cc(-c2nc3ccccn3c2NC(=O)CCC2CCCC2)c1
  NPYLR7 ag = -6	mcGAS inh = -3	hcGAS inh = -5

More entries follow:
mol | NPYLR7 ag | mcGAS inh | hcGAS inh
CC(=O)NCCCCCCNC(C)=O | -10 | / | -5
COc1ccc2c(c1)OC(C)CN(CC(=O)N1CCCN(c3nc4ccccc4o3)CC1)C2 (stereo not given) | -3 | -3 | 1
CCN(CCO)C(=S)Nc1ccc(OC)cc1 | 4 | / | -9
Cc1ccsc1C(=O)NCCC(C)S(C)=O (stereo not given) | -2 | / | -15
CC(C)CN(Cc1nccn1Cc1ccccc1C(F)(F)F)C(=O)c1ccc(Cl)cc1 | 20 | -4 | -5
CCOC(=O)c1c(NC(=O)CSc2nnc(Cc3cccs3)n2C)sc(C(C)=O)c1C | -3 | -6 | -6
CCSCCOC(=O)C1=C(C)NC2=C(C(=O)CC(c3ccccc3)C2)C1c1ccccc1Cl (stereo not given) | 2 | -7 | -6
N#CCCN(C(=O)CSc1nc2ccccc2c(=O)[nH]1)c1ccc(F)cc1 | 1 | -6 | -6
CC(c1ccco1)N(C)C(=O)Nc1cnn(CC2CCCO2)c1 (stereo not given) | 7 | -7 | -12
CC(CCc1ccccc1)NCCN(C)S(C)(=O)=O (stereo not given) | 5 | -14 | -7
Cc1cccn2c(=O)c3cc(C(=O)N(C(C)C)C(C)C)sc3nc12 | 10&11 | / | -8&-3
CC1CC1CN(C(=O)Cc1ccc(C#N)cc1)C(C)C (stereo not given) | 1 | / | -3
Cc1ccc(NC(=O)CCN2C(=O)c3ccccc3C2=O)cc1C | 4 | -3 | 3
COc1cccc(CN(C)Cc2nc(Cc3ccccc3Cl)no2)c1 | 15 | / | -7
O=C(NC1CCN(c2ccccc2C(=O)NCC2CCCO2)CC1)c1cccc(Br)c1 (stereo not given) | 1 | -3 | -2
Cc1nc(-c2cc(C)n(CC(=O)NCC3CCC3)c2C)cs1 | 5 | / | -6
CCOc1ccc(N2CC(C)Cn3c2nc2c3c(=O)n(CC(C)=O)c(=O)n2C)cc1 (stereo not given) | -2 | / | -8
COc1ccc(N2CCN(c3nnc(SC)s3)CC2)cc1 | -3 | -7 | -7
C=CCn1c(SCC(=O)NCc2ccccc2)nnc1-c1ccc(F)cc1 | -1 | -4 | -1
CN(C)CCNC(=O)NCC12CC3CC(C1)CC(c1ccccc1)(C3)C2 | 1 | / | -1
NC(=O)CSc1ccc2nnc(CCNC(=O)c3ccccc3)n2n1 | 4 | -7 | -5
CC(N)=C(C#N)C(=O)COC(=O)c1ncc(Cl)c(Cl)c1Cl | 1 | -7 | -5
Cc1cc(C)n(CCN(C(=O)c2ccccc2S(C)(=O)=O)c2nc3c(F)cc(F)cc3s2)n1 | -18 | -11 | -8
O=S(=O)(Nc1cnn(CC2CCCO2)c1)c1ccccc1F (stereo not given) | -3 | -7 | -5
Cc1cc(C)n(-c2cc(NCCNC(=O)c3cccc(Cl)c3)nc(C)n2)n1 | -4 | -4 | -3
O=S(=O)(c1ccc(Cl)cc1)N1CCCC(OCc2cccc(Cl)c2)C1 (stereo not given) | 0 | -5 | -5
CC(O)CN(C(=O)NC(C)C)C(C)C (stereo not given) | 3 | / | 3
CC(C)SCCNC(=O)c1cnn2ccn(C)c12 | 2 | / | -10
CC(=O)N1CCc2c(sc(NC(=O)c3cc(C)ccc3C)c2-c2nc3ccccc3s2)C1 | -6 | -8 | -5
CCC(c1nc(C(C)C)nn1-c1ccccn1)n1cccn1 (stereo not given) | -4 | / | -10
CCc1cc(F)ccc1OCc1nc(CC2CC2)no1 | 1 | / | -5
CN(Cc1cn[nH]c1-c1ccc(-c2ccccc2)cc1)Cc1n[nH]c2c1CCCC2 | 8 | -9 | -6
CCn1c(O)c(C=NCCNC(C)=O)c(=O)n(CC)c1=S | -5 | / | -1
CC(=O)NCCC(=O)NC(C)c1ccc(Oc2ccccc2)cc1 (stereo not given) | 7 | / | -6
Cc1ccccc1C(=O)N(CC(=O)N1c2ccccc2-n2cccc2C1c1ccc(F)cc1)C(C)C (stereo not given) | 12 | -5 | -7
O=c1oc2ccccc2n1CN1CCCCC1c1nc2ccccc2s1 (stereo not given) | -2 | / | 2
CCOC(=O)CN1C(=O)c2ccccc2NC12CCN(C(=O)c1cc3ccccc3[nH]1)CC2 | 1 | / | -9
Cc1nc(CCNC(=O)CCc2c(C)nn(C)c2C)nc2c1CCC2 | 25 | -12 | -4
Cc1ccc2[nH]cc(C(=O)N(Cc3ccccc3Cl)C(C)C)c(=O)c2c1 | / | -9 | -4
O=C(c1cn(C2CCCCC2)nn1)N1CCC(C(=O)N2CCCCC2)CC1 | 5 | / | -1
S=c1[nH]nc(CN2CCCCC2)o1 | -1 | / | -9
O=C(Nc1cccn(CC(F)(F)F)c1=O)c1ccc(Cl)cn1 | 2 | / | -3
COCc1ncc(CN2CCN(c3cccc(C(C)C)n3)CC2)cn1 | 14 | / | -5
Cc1cc(C)n(CC(C)NC(=O)C2CCN(S(=O)(=O)c3ccc(C(C)C)cc3)CC2)n1 (stereo not given) | 8 | / | -12
Cn1nc(C(F)(F)F)c(Cl)c1C(=O)N[C@H]1COC[C@@H]1N1CCCC1 | / | -4 | -10
Cc1nc2ccccc2n1CCC(=O)N1CCC(O)(CN(C)C)C1 (stereo not given) | 6 | / | -4
CCN(CC)c1ccc(CN(C)C(=O)NNC(=O)c2ccccn2)cc1 | 7 | / | -6
Cc1ccc(C2SCCN2C(=O)Nc2cccc(C(F)(F)F)c2)c(C)c1 (stereo not given) | 12 | -4 | 2
COC(=O)C1=C(C)NC(C)=C(C(=O)NCCCN2CCC(c3ccccc3)(c3ccccc3)CC2)C1c1ccc([N+](=O)[O-])cc1 (stereo not given) | -14 | / | 2
Cc1ccc(OCc2cc(C(=O)N3CCC(C(=O)c4ccccc4)CC3)no2)cn1 | 0 | / | -9
COC(=O)CCC(=O)N1CCc2ccccc2C1c1ccccc1Cl (stereo not given) | -4 | -7 | -6
Cn1ccnc1-c1c(-c2ccccc2)ncn1CC1CCS(=O)(=O)C1 (stereo not given) | -2 | -9 | -5
CC(Cc1cn(CCCN2CCCC2=O)nn1)c1ccccc1 (stereo not given) | 1 | / | -5
CCN1CCN(c2nc3c(c(=O)[nH]c(=O)n3C)n2Cc2cccc3ccccc23)CC1 | 19 | 0 | 2
O=C(CNC(=O)c1ccccc1F)N=Nc1c(O)n(Cc2ccc3c(c2)OCO3)c2ccccc12 | 0 | -7 | -5
O=C(c1ccco1)N1CCC(n2c(Cc3ccccc3)nc3ccccc32)CC1 | 2 | -9 | -7
CC(c1ccccn1)N(C)Cc1ccc(C#CC(C)(C)O)s1 (stereo not given) | -1 | / | -4
COCCN1CCC(Cn2cnc(-c3ccccc3)c2-c2nccn2C)C1 (stereo not given) | -3 | -9 | -4
CC(C)(C)P(=Nc1cccc(C(F)(F)F)c1)(N1CCOCC1)C(C)(C)C | -10 | -5 | -5
CCCCN1CCN(Cc2ncccc2C(=O)O)CC1 | 3 | / | -7

(continued)
mol | NPYLR7 ag | mcGAS inh | hcGAS inh
CCN(CC(=O)Nc1c(C#N)c(C)c(C)n1C1CCCC1)CC1COc2ccccc2O1 (stereo not given) | -2 | / | -4
O=c1c2ccccc2nc(-c2cccc(F)c2)n1Cc1ccc(Cl)cc1 | 7 | -7 | -6
COc1ccc2nc(CCNc3ncc(C)c(-c4cnn(C)c4)n3)[nH]c2c1 | 6 | -9 | -7
CCOCCN1CCN(C(=O)Nc2ccc(Oc3ccc(C)cc3)nc2)CC1 | -10 | -11 | -4
COc1ccc(OC)c(C2SCCN2C(=O)Nc2cccc(Br)c2)c1 (stereo not given) | / | -5 | -12
COc1ccc(-c2cc3c(SCc4cccc(F)c4)nccn3n2)cc1 | 1 | -8 | -5
Cc1cccc(NC(=O)N2CCCC(c3nnc4n3CCCCC4)C2)c1 (stereo not given) | -3 | -8 | -8
CCOc1ccccc1-c1nc(CN2CCNC(=O)C2c2cccc(F)c2)c(C)o1 (stereo not given) | -3 | -10 | 0
CCn1c2ccccc2c2cc(Nc3cc(-c4cc(OC)c(OC)c(OC)c4)ncn3)ccc21 | 1 | / | -4
CN1CC=C2C(C#N)C(=N)C(C#N)(C#N)C(c3cccc(I)c3)C2C1 (stereo not given) | 2 | 0 | 2
N#Cc1c(F)cccc1NC1CCN(Cc2ccccc2)CC1CO (stereo not given) | -2 | -14 | -6
CCOC(=O)c1sc(N(Cc2ccccc2)C(=O)COC(=O)c2cc(C)oc2C)nc1C | -2 | / | -10
CCOCCN1CCN(C(=O)c2cn(CC3CCCO3)cc3c(=O)n(-c4ccccc4)nc2-3)CC1 (stereo not given) | -3 | -9 | -8
CC(=O)c1ccc(OCc2nnc(C(C)C)o2)cc1F | 8 | -16 | -2
COc1ccccc1C(C)NC(=O)c1cc(-c2csc(C)n2)c[nH]1 (stereo not given) | 2 | / | 3
COCCCN(Cc1ccsc1)Cc1ccc(C(O)(c2ccc(OC)cc2)c2ccc(OC)cc2)o1 | 4 | -4 | -1
Cc1ccc(N2CCC(C(=O)N3CCC(n4c(C)ccc4C)CC3)C2=O)cc1C (stereo not given) | -2 | / | -9
CC(C)CCCC1CN(C(=O)CCN2CCCCO2)CCO1 (stereo not given) | 8 | / | -4
Cc1[nH]c2nc3c(c(=O)n(Cc4ccccc4)c(=O)n3C)n2c1C | -1 | -9 | -9
Cc1nc(N(C)C)nc(NCc2nc3ccccc3c(=O)[nH]2)c1C | 1 | / | -3
Cc1ccc(C(C)(C)C)cc1S(N)(=O)=O | -3 | -1 | -9
Cc1nn(C)c(C)c1CC(=O)Nc1nc(-c2cc(F)ccc2F)cs1 | 3 | -7 | -8
CN(C(=O)C1=NCC(=O)N(c2ccccc2)N1)C1CCCCC1 | -2 | / | -8
CCNCC1COc2ccccc2O1 (stereo not given) | 3 | / | -8
CCOC(=O)N1CCN(C(=O)c2cnn3c2NC(c2ccc(C)cc2)CC3C(F)(F)F)CC1 (stereo not given) | 1 | -7 | -6
O=C(c1[nH]nc(-c2ccccc2)c1Br)N1CCC2(CC1)OCCO2 | 2 | / | -5
CN(C)c1nc(Oc2ccc(/C=N\O)cc2)nc(N(C)C)n1 | -14 | / | 0
CCOC(=O)CSc1nc2sc(C)c(C)c2c(=O)[nH]1 | -2 | / | -13
COc1ccc(C(=O)c2c[nH]cc2-c2ccccc2)cc1 | 9 | / | -11
CCCCCNC(=O)COc1ccccc1O | 1 | / | -10
O=C(Cn1nc(-c2ccccc2)c2ccccc2c1=O)NCCO | 7 | -5 | -5
COc1ccc2[nH]c3c(c2c1)CN(Cc1cn[nH]c1C(=O)O)CC3 | 17 | / | -4
CCOC(=O)C1CCN(C(=O)c2cn(C)c3c(=O)n(-c4ccccc4)c(=O)[nH]c23)CC1 | 3 | / | -3
CCOC(=O)c1cc(=O)n2nc(-c3ccccc3F)nc2s1 | 0 | -2 | -5
CCC(=C(c1ccccc1)c1ccc(OCCN(C)C)cc1)c1ccccc1 | -4 | / | -5
Cc1ccc(CNC(=O)C2CCN(c3ccc(Cl)nn3)CC2)n1C | 4 | / | -1
Cc1nn(C)c(Cl)c1CN(C)C1CCCN(Cc2ccccc2F)C1 (stereo not given) | 1 | -2 | 6
CCC(C)Sc1nnc2n1CCN2c1ccc(F)cc1 (stereo not given) | 3 | -2 | -2

Among those listed so far, these have a COOH group:
mol | NPYLR7 ag | mcGAS inh | hcGAS inh
CCCCN1CCN(Cc2ncccc2C(=O)O)CC1 | 3 | / | -7
COc1ccc2[nH]c3c(c2c1)CN(Cc1cn[nH]c1C(=O)O)CC3 | 17 | / | -4
